TSHR antag – antagonists of human thyroid stimulating hormone receptor; activity change, negative = inhibition, % at 11.5 µM; 330,000 compounds, 0.2% hits; TSHR-expressing cells, TSH-stimulated cAMP HTRF, 2 h; stronger effect = lower value; P16473; AID 504810;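 active means activity change below a set negative limit, meaning inhibition stronger than a set level, cut at about -70% in these data; inconclusive means activity change between two set negative limits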; further: on the % scale 0 is the no-effect control and ±100 the full control effect
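Competitive HTRF cAMP read-out (cryptate anti-cAMP antibody, cAMP-d2; 30 min, room temperature) in freshly harvested TSHR cells. Compounds added before TSH at EC80 (4nM final), followed by 2 hours' incubation at 37 deg C.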
ASM inhibitor – blocks human secretory acid sphingomyelinase. AID 504937. 340,000 compounds, 0.006% hits. placental ASM, HMU-PC fluorogenic substrate, 60 min. P17405. Potency, µM (top dose mostly 57.5 µM), for the others: at the highest dose activity change, negative = inhibition, most hits filed as inhibitors; further: potency means the concentration at half of the fitted maximal effect
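Fluorescence read-out (Ex 386 nm, Em 447 nm) after stopping the reaction at pH 10. Enzyme: ASM from human placenta; substrate HMU-PC0, 9 uM final; 60 min, 37 °C. Compound preincubation 10 min, ambient temperature.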
hERG WT inh – blocks the wildtype human KCNH2 potassium channel; Q12809; activity change, % at 1.84 µM; AID 720551; U2OS, BacMam KCNH2, thallium flux FluxOr; stronger effect = lower value; 340,000 compounds, 0.37% hits;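 active means maximum activity change below -70%; inconclusive means maximum activity change between -70% and -50%; inactive means maximum activity change above -50%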; further: on the % scale 0 is the no-effect control and ±100 the full control effect
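U2OS cells were transduced with wild-type KCNH2 virus (2.03 x 10^8 / mL) for 4 h at room temperature, then cultured overnight at 37 C. Thallium flux was read with FluxOr dye. Rate constants were normalized to DMSO controls.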
Mito fusion act – mitochondrial division inhibition or fusion activation. S. cerevisiae fusion-defective mutant growth rescue, CellTiterGlo 48 h. Potency, µM (series often up to 46.1 µM), inactives show top-dose growth rescue (activation), hits mostly activators. 320,000 compounds, 0.23% hits;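 further: potency means the concentration at half of the fitted maximal effect; % of control where 0% means no effect; nearly all actives have a fitted effect of over 45% in size; temperature-sensitive fusion mutants such as fzo1-1 at 37 °C on non-fermentable ethanol glycerol medium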
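S. cerevisiae fusion-defective temperature-sensitive mutants (e.g. fzo1-1, mgm1-5) grown 48 h at 37C in YPEG (ethanol/glycerol non-fermentable) medium with 23 nl compound per well; growth rescue read as CellTiterGlo luminescence.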
Chronic BCR inh – inhibitors of chronic active B-cell receptor signaling; Potency, µM (titrated, usually from 46.1 µM), inactives show top-dose ratio change, negative = lower green/red ratio, most hits filed as inhibitors; ABC-DLBCL IkBa-CBG/CBR reporter, luminescence ratio, 4 h; 340,000 compounds, 0.05% hits; active means well fitted inhibition curve with a large enough effect in the signal ratio, with a control signal flat, not every such curve was filed as active; inconclusive means small, poorly fitted or top-dose-only effect, or effect the other way, or a change in a side signal; the % refers to the signal ratio;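 further: potency means the concentration at half of the fitted maximal effect; plate controls were basal doxycycline-induced cells for no effect and cells given 10 µM MG132 for full effect; MG132 reads +100%, hits lower the ratio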
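Cell line TMD8 (human ABC DLBCL), stably expressing tet-inducible CBG68-IkBa fusion and CBR; IMDM/0.5% FBS; cpd up to 46 uM; dox induction, 4 h, 37C/5% CO2; dual luminescence; green/red ratio; MG132 control.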
USP2a block – inhibitors of human ubiquitin-specific protease USP2a; O75604; USP2 core, Ub-CHOP2 coupled fluorogenic reporter, 485/531; Potency, µM (titrated, usually from 38.3 µM), for the others: top-dose activity change, negative = inhibition, usual class: inhibitors; 330,000 compounds, 0.01% hits;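 further: potency means the concentration at half of the fitted maximal effect; plate controls were DMSO wells for no effect and full inhibition by NEM control for full effect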
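USP2 core (10nM final) preincubated 30min RT with compound in 20mM Tris-HCl pH 8.0, 2mM CaCl2, 2mM beta-mercaptoethanol, 0.05% CHAPS; 25nM Ub-CHOP2 plus 25nM reporter substrate added, fluorescence (Ex485/Em531) read after 60min.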
Eya2 phos inh – Eya2 (human) phosphatase inhibition; recombinant Eya2, OMFP fluorescence dephosphorylation (OMFP is methylfluorescein phosphate); Potency, µM (top dose mostly 76.9 µM), for inactives: top-dose activity, negative = inhibition, actives largely listed as inhibitors; 330,000 compounds, 0.006% hits; further: potency means the concentration at half of the fitted maximal effect; on the % scale 0 is the no-effect control and ±100 the full control effect
Target sequence (O00167 whole entry, looked up): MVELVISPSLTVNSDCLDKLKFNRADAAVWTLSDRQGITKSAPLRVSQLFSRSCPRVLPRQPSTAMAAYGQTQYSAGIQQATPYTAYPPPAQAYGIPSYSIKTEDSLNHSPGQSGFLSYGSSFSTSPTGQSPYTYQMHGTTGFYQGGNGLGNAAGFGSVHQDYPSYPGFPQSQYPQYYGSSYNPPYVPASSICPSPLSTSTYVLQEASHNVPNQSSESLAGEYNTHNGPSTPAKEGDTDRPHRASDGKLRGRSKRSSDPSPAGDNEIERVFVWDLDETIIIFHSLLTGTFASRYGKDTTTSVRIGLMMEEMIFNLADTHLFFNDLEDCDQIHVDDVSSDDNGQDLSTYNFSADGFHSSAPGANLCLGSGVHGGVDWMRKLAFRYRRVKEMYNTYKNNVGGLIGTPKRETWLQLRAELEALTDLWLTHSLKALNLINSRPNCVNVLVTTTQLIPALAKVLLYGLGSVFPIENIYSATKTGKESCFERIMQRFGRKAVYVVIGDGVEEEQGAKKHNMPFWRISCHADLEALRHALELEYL
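Eya2 protein (added as 0.2 uM solution) was preincubated with compound for 10 min at ambient temperature in 50 mM HEPES pH 7.5, 50 mM NaCl, 5 uM MgCl2, 0.05% BSA, 1 mM DTT. OMFP (added at 50 uM) then reacted 10 min; fluorescence read at 485/525 nm.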
PKM2 activator – PKM2 (human) enzyme activation. P14618. purified PKM2, Kinase-Glo ATP luminescence, activation; response scale: 0% is enzyme alone, no compound. Potency, µM (highest dose often 57.5 µM), for inactives: top-dose activation, actives largely listed as activators. 260,000 compounds, 0.34% hits; further: potency means the concentration at half of the fitted maximal effect; on the % scale 0 is the no-effect control and ±100 the full control effect; nearly all actives have a fitted effect of over 55% in size
Target sequence (P14618 whole entry, looked up): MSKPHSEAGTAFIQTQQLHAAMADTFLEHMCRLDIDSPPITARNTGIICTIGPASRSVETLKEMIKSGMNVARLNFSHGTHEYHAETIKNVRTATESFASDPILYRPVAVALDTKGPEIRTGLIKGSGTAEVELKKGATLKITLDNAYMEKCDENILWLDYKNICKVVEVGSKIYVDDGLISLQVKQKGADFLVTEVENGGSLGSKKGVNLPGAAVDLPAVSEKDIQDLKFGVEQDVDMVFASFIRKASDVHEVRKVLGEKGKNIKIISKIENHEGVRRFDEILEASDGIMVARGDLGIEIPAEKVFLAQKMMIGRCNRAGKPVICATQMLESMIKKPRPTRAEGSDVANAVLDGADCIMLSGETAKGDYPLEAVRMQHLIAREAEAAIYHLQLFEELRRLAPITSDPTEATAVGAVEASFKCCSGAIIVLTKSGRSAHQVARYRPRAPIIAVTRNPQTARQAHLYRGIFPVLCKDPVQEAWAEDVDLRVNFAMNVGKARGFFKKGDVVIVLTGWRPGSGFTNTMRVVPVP
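hPK-M2, >95% pure; 0.1 mM ADP / 0.5 mM PEP final; imidazole pH7.2 buffer w/ 7 mM MgCl2, 50 mM KCl; 1 h RT; Kinase-Glo lum. Intermediate enzyme activity for dual inhibitor/activator qHTS.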
MBNL1 CUG block – MBNL1-poly(CUG) RNA binding inhibition; Q9NR56; TR-FRET MBNL1-His/biotin-(CUG)12 binding, 665/545 ratio; Potency, µM (doses to about 57.5 µM), inactives show at the top dose activity change, negative = inhibition, usual class: inhibitors; 280,000 compounds, 0.036% hits; AID 2675; active means well fitted inhibition curve with a large enough effect in the signal ratio, with a control signal flat, not every such curve was filed as active; inconclusive means small, poorly fitted or top-dose-only effect, or effect the other way, or a change in a side signal; inactive means no such curve, though single readings can be large or run the other way; the % refers to the signal ratio; further: potency means the concentration at half of the fitted maximal effect; on the % scale 0 is the no-effect control and ±100 the full control effect
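TR-FRET readout: Ex 340 nm, 665/545 nm emission ratio, normalized to buffer-only (basal) and MBNL1-(CUG)12 controls. Complex of MBNL1-His with Biotin-(CUG)12, compounds 92 nM–58 uM, incubated 60 min at room temperature.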
GALK inhibitor – blocks human galactokinase activity; P51570; Purified GALK, Kinase-Glo residual ATP luminescence; Potency, µM (top dose mostly 57.5 µM), inactives show at the top dose activity change, negative = inhibition, most hits filed as inhibitors; 270,000 compounds, 0.007% hits; AID 1868; further: potency means the concentration at half of the fitted maximal effect; on the % scale 0 is the no-effect control and ±100 the full control effect
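ATP-depletion format; final 35 uM ATP, 100 uM D-galactose, 5 nM enzyme; pH 8.0 HEPES/Mg2+ buffer; 60 min RT; luminescence read 10 min after detection reagent.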
Menin-MLL TR inh – menin-MLL binding inhibition, Texas Red mutant peptide; O00255; Menin + Texas Red MLL mutant peptide, fluorescence polarization; Potency, µM (top dose mostly 61.6 µM), for the others: at the top dose FP activity change, negative = inhibition, hits mostly inhibitors; 270,000 compounds, 0.23% hits; AID 1768; active means well fitted inhibition curve with a large enough effect in the polarisation, with a control signal flat, not every such curve was filed as active; inconclusive means small, poorly fitted or top-dose-only effect, or effect the other way, or a change in a side signal; inactive means no such curve, though single readings can be large or run the other way; the % refers to the polarisation; further: potency means the concentration at half of the fitted maximal effect; % of control where 0% means no effect; many of its hits are not listed in these tables
* = called active by the depositor; ? = inconclusive; nt = not tested or not shown; [ ] = another dose, or the depositor's remark. Unless noted, the call rests on the fitted dose curve; in most records, active means well fitted curve in the direction sought with a large enough effect; inconclusive means small, poorly fitted or top-dose-only effect, or another doubt; inactive means no such curve, though single readings can be large; an effect the other way counts as inactive or inconclusive. The list is partial, so the mix of outcomes need not match the whole.

SMILES	TSHR antag	ASM inhibitor	hERG WT inh	Mito fusion act	Chronic BCR inh	USP2a block	Eya2 phos inh	PKM2 activator	MBNL1 CUG block	GALK inhibitor	Menin-MLL TR inh
Cc1cccc(N2CCN(CC(=O)N(C)Cc3ccccc3)CC2C)c1 (stereo unspecified)	-6	0%	7	0%	1%	1%	6%	nt	-5%	6%	-24%
CCCCNC1c2ccccc2C(=O)N1Cc1ccccc1 (stereo unspecified)	6	-9%	-11	-1%	-7%	-1%	8%	-2%	-6%	0%	?
COC(=O)C1(CCSC)NC(c2ccco2)C2C(=O)N(C)C(=O)C21 (stereo unspecified)	5	1%	5	4%	0%	2%	12%	-1%	5%	3%	-12%
COc1cccc(Sc2cc(N3CCOCC3)nc(-c3ccccc3)n2)c1	-6	11%	-1	4%	-13%	4%	5%	0%	-2%	nt	28%
Cc1ccc(N2C(=O)CC(Cc3cc(C)cc(C)c3)C2=O)cc1 (stereo unspecified)	2	0%	-3	11%	6%	0%	-9%	0%	-8%	10%	-1%
COC(=O)c1cc(=O)nc2sc3ccccc3n12	-10	0%	-4	3%	?	5%	-7%	-1%	-6%	1%	2%
CC(=O)Oc1ccc([N+](=O)[O-])cc1N1C(=O)c2ccccc2C1=O	5	0%	-30	-8%	7%	0%	10%	-10%	?	-1%	-1%
Cc1cc(=O)c(C(=O)O)nn1-c1ccccc1C(F)(F)F	1	-2%	-2	1%	7%	-1%	3%	0%	0%	0%	3%
COc1ccc2nc(N(CCN(C)C)C(=O)c3ccc(C(=O)c4ccccc4)cc3)sc2c1	-11	-13%	6	1%	15%	1%	8%	-5%	3%	-1%	-19%
O=C(O)c1c2c(nc3ccccc13)CCCCC2	7	5%	-1	2%	-3%	1%	3%	-9%	nt	0%	-2%
Cc1cnc(C(=O)NCC(c2ccccc2)c2ccccc2)cn1	5	1%	-14	-8%	-2%	0%	0%	nt	2%	10%	-28%
O=C(NCCN1CCCC1)c1ccc2c(c1)N(Cc1cccc(Cl)c1)C(=O)c1ccccc1S2(=O)=O	4	0%	0	2%	2%	1%	-1%	nt	1%	5%	nt
CC1N(C)c2cccc3cccc(c23)N1C	-4	15%	-8	-1%	2%	1%	2%	5%	37%[activator]	-1%	0%
O=S(=O)(c1cccc(F)c1)N1CCN(c2nc(-c3cccnc3)nc3ccccc23)CC1	5	-11%	-2	nt	?	1%	-11%	nt	nt	nt	nt
O=C(c1cnsn1)N1CCCC(Nc2ccc(F)c(F)c2)C1 (stereo unspecified)	3	2%	-4	0%	-1%	1%	-6%	nt	-3%	-1%	nt
CC1=CC=CC2=N/C(=N\S(=O)(=O)c3ccc(F)cc3F)c3ccccc3CN12	-16	-3%	2	8%	-4%	0%	-4%	8%	-1%	9%	7%
CN(C)C(=O)Cn1c(=O)n(C)c2ccccc21	-4	-2%	11	-4%	2%	2%	3%	-1%	-1%	3%	3%
Fc1cccc(CN2CCN(C(=S)NCCc3ccccc3)CC2)c1	-7	5%	-10	-1%	-1%	2%	-3%	11%	-2%	9%	17%
Cc1ccc(S(=O)(=O)Nc2c(Cl)c(Cl)c(O)c3ccccc23)cc1	?	nt	nt	-12%	?	0%	-7%	-1%	?	-3%	?
Cc1onc(NC(=O)NC(=O)c2ccccc2F)c1Br	-2	1%	8	1%	-5%	1%	-3%	-5%	-1%	6%	nt
Cc1nn(Cc2ccccc2)c(Cl)c1/C=N/NC(=O)c1cccnc1	7	-5%	6	1%	-8%	2%	-5%	-9%	nt	0%	13%
O=C(CN1C(=O)c2ccccc2S1(=O)=O)Nc1cccnc1	-6	2%	-1	2%	2%	3%	-1%	1%	?	-3%	1%
CC(=O)c1ccc(NC(=O)COC(=O)c2c[nH]c3ccccc23)cc1	-3	-9%	-4	-2%	-2%	4%	-10%	nt	nt	nt	nt
O=C1CC(c2ccc3ccccc3c2)NN1 (stereo unspecified)	4	-1%	1	-2%	5%	1%	-7%	nt	nt	nt	nt
COc1ccccc1NC(=O)c1ccc(NC(=O)CNC(=O)c2ccc(OC)c(OC)c2)cc1	-12	-1%	0	-4%	-1%	0%	-6%	nt	6%	-2%	-1%
CC(C)CC(=O)NC(=S)NNC(=O)c1cccc([N+](=O)[O-])c1	9	13%	3	-13%	?	1%	3%	-1%	?	-1%	-7%
O=C(N=Nc1c(O)[nH]c2ccc([N+](=O)[O-])cc12)c1cc(-c2ccccc2Cl)nc2ccccc12	-7	-5%	-5	2%	1%	3%	5%	0%	nt	1%	?
c1ccc(-n2ncc3c(N4CCC5(CC4)OCCO5)ncnc32)cc1	-15	-1%	-5	0%	20%	0%	13%	4%	-7%	0%	1%
COc1ccc(NC(=O)c2cc(C)nn2-c2ccccc2)cc1	0	0%	0	-5%	-11%	-3%	-3%	nt	-5%	4%	25%
CC(C)C(=O)Nc1c2c(nn1-c1ccc([N+](=O)[O-])cc1)CS(=O)(=O)C2	-8	-1%	-5	1%	1%	3%	14%	nt	?	1%	3%
O=c1c2ccccc2c(C=NCCCN2CCOCC2)c(O)n1Cc1ccc2c(c1)OCO2	8	0%	7	4%	?	1%	12%	0%	12%	6%	16%
COc1ccc(CN2C(=O)C(C)Oc3ccccc32)cc1 (stereo unspecified)	-12	2%	13	-1%	?	0%	-1%	-13%	-4%	2%	-25%
CCN(CC)C(=O)[C@H]1CC(CC(=O)NCc2ccc(OC)c(OC)c2)C(=O)N2CCc3c([nH]c4ccc(OC)cc34)[C@]12C (stereo partly specified)	-6	-1%	8	nt	-1%	-2%	9%	nt	nt	nt	nt
COc1ccc(Nc2nc(-c3cccs3)nc3ccccc23)cc1	36	-19%	-16	?	10%	-2%	-1%	5%	8%	1%	?
CC(=O)N1CCN(CC(=O)Nc2cc(S(=O)(=O)N3CCOCC3)ccc2C)CC1	-20	3%	-1	-3%	?	0%	2%	6%	-7%	0%	-23%
COc1ccc(/C=C(\NC(=O)c2ccc(C)cc2)C(=O)NCCCN2CCOCC2)cc1OC	10	-3%	-19	-3%	1%	3%	2%	1%	6%	5%	16%
CCN(CC)CCN(C(=O)C1=COCCO1)c1nc2cc(C)cc(C)c2s1	-11	-11%	8	-8%	0%	0%	2%	-5%	-4%	-2%	?
O=C(COc1ccc2ccccc2c1)N1CCN(c2ccccc2O)CC1	-13	-12%	-5	-2%	-1%	-1%	-5%	11%	5%	-3%	9%
Cc1cc(C)c(C)c(Oc2ncnc(N)c2[N+](=O)[O-])c1	0	2%	7	5%	-2%	5%	-5%	1%	nt	1%	0%
Cc1ccc(C(=O)NC23CC4CC(CC(C4)C2)C3)c(Cl)c1	1	1%	23	7%	3%	0%	2%	2%	-1%	1%	-17%
Cc1c(Cl)cccc1NC(=O)COC(=O)c1ccc(CN2CCCC2=O)cc1	17	6%	3	-4%	-2%	1%	1%	nt	nt	nt	nt
Cc1csc(=O)n1CCC(=O)OCC(=O)c1ccc(Br)cc1	16	-3%	15	-6%	1%	1%	11%	nt	nt	nt	nt
CCNC(=S)Nc1ccc(Cl)cc1Cl	-9	2%	2	-5%	2%	1%	-2%	2%	-6%	1%	-1%
Cc1cc(-c2n[nH]c(=S)n2/N=C/c2ccc(C)o2)n[nH]1	11	2%	13	-2%	1%	1%	2%	0%	9%	-1%	nt
O=C(COc1ccccc1)NCc1nnc2c3ccccc3c(-c3ccccc3)nn12	16	-8%	9	8%	-3%	-1%	-6%	6%	?	-5%	-15%
C1CCc2c(nc3nnnn3c2N2CCOCC2)C1	-2	0%	-8	1%	0%	-1%	-9%	-5%	-8%	2%	-12%
CCOc1ccccc1-c1nnc(SCC(=O)NC2CC2)n1CC	-14	nt	-5	0%	-10%	3%	7%	-1%	-1%	-2%	-14%
